# Screening data deposited in PubChem by several laboratories.
# CAL PDZ FP: blocks peptide binding to human CAL PDZ domain. Q9HD26. purified CAL PDZ, TMR-peptide fluorescence polarization, 1 h. inhibition, % at 20 µM. hit rate 0.02% among 330,000;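 active = highest replicate inhibition of at least 40%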;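 note: plate controls were DMSO neutral control wells for no effect and unlabeled competitor peptide control wells for full effect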
#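 Control set: unlabelled peptide and DMSO controls / Material: purified CerCALP PDZ construct / Timing: 1 h incubation at room temperature before polarization reading / Doses: 20 µM, one dose / Detection: fluorescence polarization (mP)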
# phage Ecoli inh: E. coli growth loss with phage present; growth absorbance; inhibition, % at 11.9 µM; hit rate 0.26% among 360,000; AID 651602; in the data active = inhibition above about 11%
# PfHsp90 yeast 2: reduces growth (ATP signal) of yeast expressing P. falciparum Hsp90 | S. cerevisiae expressing PfHsp90, BacTiter-Glo ATP, 48 h; yeast lacking PDR1 and PDR3 efflux regulators | inhibition, % at 9.4 µM | hit rate 0.32% among 310,000;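 active = every replicate shows inhibition above about 80%, whatever the replicate mean, limit read from the data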;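 note: 0% = DMSO neutral controls and 100% = 20 µM radicicol positive controls; yeast relying on Plasmodium falciparum Hsp90 in place of its own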
# Wnt act: Wnt/beta-catenin pathway activation. Wnt/beta-catenin reporter cell assay, activator, plate reader. activation, % at 9.35 µM. hit rate 1.2% among 300,000. AID 743398; in the data active = activation above about 30%, passing the limit was not always enough;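 note: 0% = neutral control wells and 100% = positive control wells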
# DAGLB inhibitor: diacylglycerol lipase beta (human) inhibition | Q8NCG7 | HEK293T DAGLB membrane lysate, EnzChek fluorogenic substrate | inhibition, % at 5.17 µM | hit rate 0.059% among 340,000; in the data active = inhibition above about 34%;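 note: 0% = enzyme with vehicle and 100% = wells lacking enzyme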
# Target sequence (Q8NCG7 whole entry, looked up): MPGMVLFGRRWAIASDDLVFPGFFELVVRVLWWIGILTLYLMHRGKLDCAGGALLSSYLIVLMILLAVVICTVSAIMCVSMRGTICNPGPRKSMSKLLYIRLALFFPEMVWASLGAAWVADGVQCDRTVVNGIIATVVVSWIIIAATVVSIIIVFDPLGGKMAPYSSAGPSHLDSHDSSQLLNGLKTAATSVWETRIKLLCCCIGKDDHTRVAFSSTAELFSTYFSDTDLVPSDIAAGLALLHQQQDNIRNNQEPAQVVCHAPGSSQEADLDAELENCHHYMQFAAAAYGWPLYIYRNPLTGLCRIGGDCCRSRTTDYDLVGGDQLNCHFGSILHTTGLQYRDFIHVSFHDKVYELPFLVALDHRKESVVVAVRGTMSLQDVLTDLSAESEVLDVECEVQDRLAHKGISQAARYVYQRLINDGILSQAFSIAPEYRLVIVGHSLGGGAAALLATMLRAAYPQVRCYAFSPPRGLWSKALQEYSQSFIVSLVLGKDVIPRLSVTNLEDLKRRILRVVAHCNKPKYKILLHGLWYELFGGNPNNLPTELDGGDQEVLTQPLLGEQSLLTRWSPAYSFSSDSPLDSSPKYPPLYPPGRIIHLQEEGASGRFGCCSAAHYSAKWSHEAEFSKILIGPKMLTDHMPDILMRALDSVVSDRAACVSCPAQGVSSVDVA
# AddAB inh: less growth of phage-infected E. coli with AddAB; E. coli expressing H. pylori AddAB, absorbance growth; inhibition, % at 11.9 µM; AID 435030; hit rate 0.29% among 330,000; in the data active = inhibition above about 12%;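 note: 0% = vehicle wells of infected cells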
# Ecoli viability: bacterial growth inhibition, counter-screen for AddAB inhibitors | E. coli V3065 growth, OD600 absorbance, 18 h | inhibition, % at 11.9 µM | hit rate 0.27% among 330,000;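 active = inhibition above the campaign's mean inhibition across all tested compounds plus 3 SD, cut at about 9.9% in these data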;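 note: uninfected addAB+ strain grown without phage in ampicillin broth; 0% = DMSO wells and 100% = ciprofloxacin 0.95 µg/ml wells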
# Tat export inh: inhibitors of E. coli Tat protein transport. E. coli MC4100 TorA-mCherry Tat export, fluorescence. hit rate 0.036% among 340,000. inhibition, % at 10 µM;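 active = mean replicate inhibition at least 50% and at least half of replicates individually reaching 50%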;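 note: exported cargo escapes ClpAP degradation while cytoplasmic cargo is degraded and loses fluorescence; 0% = median of neutral control wells and 100% = median of NaSCN control wells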
# Rtt109 HAT inh: blocks Candida albicans Rtt109/Vps75 acetyltransferase activity. purified Rtt109/Vps75, ThioGlo CoA-SH fluorescence, 4 h. AID 540336. hit rate 0.16% among 330,000. inhibition, % at 34.9 µM. Q5AAJ8;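 active = inhibition of at least 50% in every replicate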
# Target sequence (Q5AAJ8 whole entry, looked up): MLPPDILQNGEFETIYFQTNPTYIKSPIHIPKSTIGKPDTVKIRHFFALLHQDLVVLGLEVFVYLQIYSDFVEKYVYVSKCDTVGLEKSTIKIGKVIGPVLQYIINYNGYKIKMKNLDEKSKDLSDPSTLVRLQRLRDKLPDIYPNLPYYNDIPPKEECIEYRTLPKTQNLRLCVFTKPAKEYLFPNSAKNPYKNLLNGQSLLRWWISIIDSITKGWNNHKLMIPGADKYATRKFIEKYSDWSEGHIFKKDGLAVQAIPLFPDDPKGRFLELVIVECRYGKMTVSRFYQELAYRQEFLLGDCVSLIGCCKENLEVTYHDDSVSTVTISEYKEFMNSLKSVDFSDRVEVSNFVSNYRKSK
# PvdQ inh: P. aeruginosa PvdQ acylase inhibition; purified PvdQ acylase, fluorescence plate reader; inhibition, % at 10 µM; hit rate 0.063% among 340,000; in the data active = inhibition above about 30%, passing the limit was not always enough;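 note: 0% = vehicle neutral wells and 100% = reference inhibitor wells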
# * hit, by the source's call; . = no result given.
SMILES,CAL PDZ FP,phage Ecoli inh,PfHsp90 yeast 2,Wnt act,DAGLB inhibitor,AddAB inh,Ecoli viability,Tat export inh,Rtt109 HAT inh,PvdQ inh
O=C1CC(C(=O)N2CCCc3ccccc32)CN1c1ccc(Cl)cc1 (stereo unspecified),-1.4,-1.6,-11,-4,1,2.3,3.9,3,1,-5
COc1cc(C2c3cc4c(cc3OC(Nc3ccc(C(=O)O)cc3)C2C)OCO4)cc(OC)c1OC (stereo unspecified),-0.4,4.2,-7,-9,1,.,.,1,-2,-3
CCOc1ccccc1N1CCN(CC(=O)NCCc2ccc(S(N)(=O)=O)cc2)CC1,1.2,4.8,-5,-2,1,3.3,0.5,-3,-9,-14
CCOc1ccc(NC(=O)C(C)Sc2nnnn2C)cc1 (stereo unspecified),-1.6,0.3,-3,.,-3,1.8,2.8,-8,11,-5
COc1ccc(C(=O)NNC(=O)CSc2nnc(C)n2CC2CCCO2)cc1 (stereo unspecified),-0.8,2.7,-23,9,1,4.4,-0.6,-1,-4,-8
N#Cc1nc(N2CCCC2)nc(N2CCCC2)n1,-2.2,0.6,-15,-3,-4,0.5,-1.5,5,2,-22
COCCn1c(N)c(N(Cc2ccccc2)C(=O)CN2C(=O)NC(C)(c3ccccc3)C2=O)c(=O)[nH]c1=O (stereo unspecified),-2.3,0.7,4,0,1,1.3,0.7,3,-3,-11
COc1cc(CC(=O)NC(c2ccccc2)c2ccccc2)cc(OC)c1OC,-0.1,0.8,35,0,-1,-1.6,-0.4,-1,-2,-9
CCOCCCNC(=O)Cn1nc(-c2ccccc2)ccc1=O,0.6,3.4,-23,-1,-1,1.5,-0.7,-7,-23,-13
COc1ccc(OC)c(-c2nnc3n2N=C(c2ccc(OC)c(OC4CCCC4)c2)CS3)c1,-0.9,-0.7,-3,-9,-2,3.6,-0.3,2,20,17
CCOc1ccccc1C(=O)NCC(=O)N(C)Cc1cccnc1,-2.9,-0.4,-9,4,-1,2.0,0.9,-6,15,11
CCc1cccc(NC(=O)c2ccc(CNc3c(N4CCCC4)c(=O)c3=O)cc2)c1,0.7,0.6,-32,2,2,0.2,-2.1,8,-7,-4
CSc1ncccc1C(=O)OCC(=O)N1CCOCC1,-2.6,1.6,-11,10,2,-1.1,0.1,2,17,9
O=C(COc1ncnc2ccccc12)NCc1ccc2c(c1)OCO2,-1.2,4.2,0,.,-2,1.8,0.5,-8,-7,8
CC1(NC(=O)Nc2cccc3ccccc23)CCS(=O)(=O)C1 (stereo unspecified),1.7,-0.6,-1,0,-3,5.6,-0.8,-1,-3,1
S=C(NCCCN1CCOCC1)Nc1cccc(Cl)c1,1.3,2.7,-15,0,-3,-1.4,-0.9,0,13,10
CC(On1nnc2ccccc21)C(=O)N1CCN(Cc2ccccc2)CC1 (stereo unspecified),-1.7,2.8,-2,0,-3,1.4,0.2,6,7,-10
Cc1ccc(N(C(=O)CNC(=O)c2ccco2)C(C(=O)NC2CCCCC2)c2cccnc2)c(C)c1 (stereo unspecified),-2.3,2.0,-18,-2,-2,2.7,2.5,-7,-13,-14
Cc1ccc(Oc2cc(NC(=O)CCCn3nc(C)c([N+](=O)[O-])c3C)cc([N+](=O)[O-])c2)cc1,-1.9,1.6,26,-3,-8,2.5,-1.2,8,1,-16
COc1ccc(N2CC(C(=O)N/N=C/c3ccc(C)cc3)CC2=O)cc1 (stereo unspecified),-2.9,3.2,16,.,4,3.7,-1.2,-7,3,-4

# Given with values under each structure: part of the list above.
# Order of values: CAL PDZ FP	phage Ecoli inh	PfHsp90 yeast 2	Wnt act	DAGLB inhibitor	AddAB inh	Ecoli viability	Tat export inh	Rtt109 HAT inh	PvdQ inh
> CCOc1ccc(NC(=O)C(C)Sc2nnnn2C)cc1 (stereo unspecified)
  -1.6	0.3	-3	.	-3	1.8	2.8	-8	11	-5
> COc1ccc(C(=O)NNC(=O)CSc2nnc(C)n2CC2CCCO2)cc1 (stereo unspecified)
  -0.8	2.7	-23	9	1	4.4	-0.6	-1	-4	-8

# The main list resumes; the 4 compounds before the break are reprinted first.
SMILES,CAL PDZ FP,phage Ecoli inh,PfHsp90 yeast 2,Wnt act,DAGLB inhibitor,AddAB inh,Ecoli viability,Tat export inh,Rtt109 HAT inh,PvdQ inh
CC(On1nnc2ccccc21)C(=O)N1CCN(Cc2ccccc2)CC1 (stereo unspecified),-1.7,2.8,-2,0,-3,1.4,0.2,6,7,-10
Cc1ccc(N(C(=O)CNC(=O)c2ccco2)C(C(=O)NC2CCCCC2)c2cccnc2)c(C)c1 (stereo unspecified),-2.3,2.0,-18,-2,-2,2.7,2.5,-7,-13,-14
Cc1ccc(Oc2cc(NC(=O)CCCn3nc(C)c([N+](=O)[O-])c3C)cc([N+](=O)[O-])c2)cc1,-1.9,1.6,26,-3,-8,2.5,-1.2,8,1,-16
COc1ccc(N2CC(C(=O)N/N=C/c3ccc(C)cc3)CC2=O)cc1 (stereo unspecified),-2.9,3.2,16,.,4,3.7,-1.2,-7,3,-4
CC(=O)C[C@H]1c2cc(C(F)(F)F)ccc2S(=O)(=O)N1C1CCCCC1,-2.5,0.5,.,3,-3,-0.8,0.2,0,-20,-11
O=C(CNS(=O)(=O)c1cccs1)N1CCc2ccccc2C1,0.2,1.4,37,.,0,6.1,0.0,-6,1,-6
CC(=O)Nc1ccc(S(=O)(=O)Nc2ccc(Nc3ccccc3)cc2)cc1,-0.1,1.8,18,-1,2,-2.0,-1.7,-5,.,-11
CC1CN(c2nc3ccccn3c(=O)c2/C=C(\C#N)C(=O)N2CCOCC2)CC(C)O1 (stereo unspecified),-0.2,-0.1,-16,0,-2,2.1,2.9,-2,-3,-10
Cc1cc(C)c(S(=O)(=O)N2CCCCC2C(=O)O)c(C)c1 (stereo unspecified),-2.2,4.0,-12,-1,1,0.4,0.8,-1,4,-9
COc1ccc(-c2nc(CN3CCC(C(=O)NC4CCN(Cc5ccccc5)CC4)CC3)c(C)o2)cc1OC,-3.2,-1.3,1,-1,-3,1.1,-1.4,-3,0,-8
CCCC(C)NC(=O)Cc1ccccc1 (stereo unspecified),-1.8,1.1,7,-1,0,0.5,0.6,-6,6,13
CCC(C)(C(=O)NC1CCCC1)N(Cc1ccco1)C(=O)c1ccccn1 (stereo unspecified),0.0,0.9,-14,-3,-1,1.5,3.1,-4,-5,-5
COc1ccccc1N1CCN(C(=O)c2cc3c(s2)CCCCC3)CC1,-2.5,3.6,-49,-2,-12,-0.9,-1.6,10,28,-14
COCCn1nnnc1C(c1ccccc1Cl)N1CCN(c2ccccc2OC)CC1 (stereo unspecified),-0.4,0.2,-7,.,-1,.,.,1,27,15
CC1=NN(c2ccc(C)cc2C)C(=O)C1C(c1cccc(O)c1)C1C(=O)N(c2ccc(C)cc2C)N=C1C (stereo unspecified),-1.6,1.3,-31,-7,5,3.7,0.2,1,18,-17
COc1cc(/C=C2/SC(=S)N(Cc3ccccc3)C2=O)ccc1OS(C)(=O)=O,-0.7,-0.2,-11,3,-3,1.8,-1.0,-12,5,15
CC(C)(C)OC(=O)C[C@@H]1C/C=C\C[C@H](CC(=O)N(CCO)Cc2ccccc2)C(=O)NCCOC1=O,-1.0,-0.6,2,-2,-3,2.5,-0.9,0,-30,-4
Cc1noc(C)c1COc1ccccc1C(=O)NCCc1ccc(Cl)cc1,-2.3,2.1,.,9,-2,4.1,0.9,3,2,-6
Cc1nn(-c2ccc(N3CCOCC3)nn2)c(C)c1CCC(=O)NCc1ccccc1,-1.6,0.8,-2,3,-1,3.5,0.0,-2,-8,-18
CCOc1ccc(N2CC(C(=O)Nc3cc(C)on3)CC2=O)cc1 (stereo unspecified),-0.5,1.9,-2,-2,-3,2.0,1.4,1,9,14
O=C(NCCCN1CCCC1=O)Nc1ccc(F)c(Cl)c1,-0.2,5.4,.,.,-7,-0.1,-1.6,11,6,-14
Nc1cccc(C(=O)N/N=C/c2ccsc2)c1,-1.3,0.5,.,2,1,-1.2,-0.1,2,1,3
COc1ccccc1/C=C1\N=C(C(C)(C)C)OC1=O,-2.5,1.6,1,-3,-1,-0.2,-1.2,3,9,5
CCCCn1c(N)c(N(CC)C(=O)CSCc2c(C)noc2C)c(=O)[nH]c1=O,-1.8,0.5,-37,3,-3,0.9,-0.9,1,3,0
COc1ccc(CN(C(=O)c2ccco2)c2ccc(C)c(C)c2)cc1,-0.2,5.6,24,-1,-6,6.2,1.6,8,22,-1
Cc1c(C(=O)N2CCCCCC2)nnn1-c1nonc1N,-0.1,0.9,13,.,0,-0.2,3.5,-10,-8,-10
O=C(Nc1ccccc1C(=O)NCCCN1CCOCC1)c1ccc(F)cc1,-1.4,1.8,25,0,-1,3.2,1.1,14,-12,-8
C[N+](C)(C)CCNC(=O)c1c(O)c2c([nH]c1=O)CCCC2,-1.9,0.6,11,.,-1,-0.3,1.9,-5,-2,-4
COC(=O)C(C)N1C(=O)S/C(=C\c2cc(C)n(-c3ccccn3)c2C)C1=O (stereo unspecified),-1.2,1.7,-5,.,-4,2.4,-2.4,7,6,-7
COc1ccc(-c2nc(C)c(C(C)=O)n2O)cc1[N+](=O)[O-],-0.2,1.3,34,-1,-1,2.8,1.2,9,10,-8
CCOc1cc(NC(=S)NCC2CCCO2)c(OCC)cc1NC(=O)c1ccc(F)cc1 (stereo unspecified),3.8,0.0,0,-2,-2,0.8,0.6,1,4,-12
Cc1ccc(-c2cc(N)n[nH]2)cc1,0.2,2.3,-6,.,0,2.0,-1.2,-8,1,3
Cc1ccn2cc(CCNS(=O)(=O)c3ccc4ccccc4c3)nc2c1,-1.5,1.3,6,1,-1,-3.1,-2.7,7,2,-8
CCOCCCNC(=O)/C(C#N)=C/c1cc(Br)c(O)c(Br)c1,-0.1,.,9,.,3,.,.,-8,17,9
S=C(Nc1ccccc1Cl)N1CCOCC1,-3.5,2.5,0,.,1,0.9,-1.8,12,11,7
CCOc1ccc(C(=O)CCC(=O)N(CC)CC(=O)NCc2ccc(Cl)cc2)cc1,-0.8,-1.5,2,5,1,-0.4,0.4,5,-4,-2
O=C(Cc1ccccc1)c1ccc2c(c1)OCCO2,-0.9,2.1,-4,7,-3,3.0,5.8,-1,9,2
COc1cccc(NC(=O)NNC(=O)CN2C(=O)COc3ccccc32)c1,-1.1,2.2,-20,2,0,-0.9,-2.8,25,-1,-2
O=[N+]([O-])c1cccc(OCc2cn3cccnc3n2)c1,.,1.4,-37,1,0,0.9,-1.4,11,-3,8
NNC(=O)c1cccc(COc2ccc(Br)cc2)c1,-0.8,3.4,-21,.,-8,4.8,-0.7,2,0,-8
OCC1OC(n2cnc3c(SCc4ccccc4)nc(F)nc32)C(O)C1O (stereo unspecified),-0.1,4.6,.,3,2,.,.,2,9,-15
O=C(NNC1=C(C(=O)C(F)(F)F)CCC1)c1cccnc1,-0.9,1.2,-14,-2,2,4.3,2.3,-3,9,2
COc1ccc(-c2cc(=O)oc3cc(OC(=O)C4CCCCC4)c(Cl)cc23)cc1,-1.8,7.2,-61,-17,3,-0.9,-0.5,10,-7,-4
